NR2E3 ag-1 – agonists of human NR2E3 nuclear receptor. Q9Y5X4. CHO-S Gal4-NCOR/VP16-NR2E3 two-hybrid, luciferase. inhibition of corepressor binding, % at 3.98 µM. actives 0.35% (n = 360,000). AID 602229;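 active = inhibition above the mean of all tested compounds plus 3 SD, cut at about 70% in these data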;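 note: 0% = DMSO with NR2E3 transfected cells and 100% = cells lacking NR2E3 construct; higher means lower luciferase signal from less NR2E3 corepressor binding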
Target sequence (Q9Y5X4 whole entry, looked up, the tested form may be a part): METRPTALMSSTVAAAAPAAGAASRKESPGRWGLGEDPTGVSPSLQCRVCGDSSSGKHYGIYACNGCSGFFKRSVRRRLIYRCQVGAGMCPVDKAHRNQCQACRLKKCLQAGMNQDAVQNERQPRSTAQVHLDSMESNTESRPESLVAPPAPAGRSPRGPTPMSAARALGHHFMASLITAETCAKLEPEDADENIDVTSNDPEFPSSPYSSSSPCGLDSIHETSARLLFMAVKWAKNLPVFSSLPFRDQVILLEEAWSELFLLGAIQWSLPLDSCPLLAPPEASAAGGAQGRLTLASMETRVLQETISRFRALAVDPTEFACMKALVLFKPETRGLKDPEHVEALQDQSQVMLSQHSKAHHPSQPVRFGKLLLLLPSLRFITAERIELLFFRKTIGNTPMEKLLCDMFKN
Exocytosis inh – lytic granule exocytosis inhibition | TALL-104 LAMP-1 surface exposure, flow cytometry; cells stimulated with thapsigargin and PMA | actives 0.66% (n = 360,000) | AID 651702 | inhibition, % at 10 µM;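 active = inhibition above about 55%, limit read from the data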
Peg3 promoter – reduces Peg3 promoter-driven luciferase expression in HeLa; AID 588405; inhibition, % at 20 µM; actives 1.7% (n = 360,000); HeLa PEG-Prom luciferase reporter, luminescence, overnight;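 active = inhibition of at least 50% at 20 µM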
HIF-2a block – blocks HIF-2a reporter activity. 786-0 RCC cells HIF-2a reporter, luciferase luminescence, overnight. inhibition, % at 18.8 µM. actives 0.72% (n = 360,000);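 active = inhibition of the luminescence signal of 40% or more relative to plate controls, in a single-dose primary screen at 18.75 µM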
PDI inh – PDI (human) enzyme inhibition. P07237. PDI insulin aggregation turbidity, A650, 90 min. inhibition, % at 10 µM. actives 0.052% (n = 350,000);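 active = mean inhibition across replicates of 30% or more, whatever share of single replicates reach that level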;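 note: absorbance from insulin aggregation driven by PDI reduction with DTT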
Target sequence (P07237 whole entry, looked up): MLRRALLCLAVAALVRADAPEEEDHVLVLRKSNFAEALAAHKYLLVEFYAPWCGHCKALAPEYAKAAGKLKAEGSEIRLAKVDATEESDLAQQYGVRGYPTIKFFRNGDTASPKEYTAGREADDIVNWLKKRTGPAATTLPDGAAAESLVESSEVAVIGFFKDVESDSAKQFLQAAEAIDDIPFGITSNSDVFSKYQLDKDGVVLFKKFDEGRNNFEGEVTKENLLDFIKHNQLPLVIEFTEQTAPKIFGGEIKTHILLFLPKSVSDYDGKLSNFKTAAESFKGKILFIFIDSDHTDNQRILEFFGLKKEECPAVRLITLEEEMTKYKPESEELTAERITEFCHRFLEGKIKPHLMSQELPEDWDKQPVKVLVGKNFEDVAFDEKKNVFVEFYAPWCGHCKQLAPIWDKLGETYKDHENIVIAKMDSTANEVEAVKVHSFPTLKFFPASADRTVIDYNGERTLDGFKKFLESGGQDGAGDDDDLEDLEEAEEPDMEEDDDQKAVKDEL
Vif inh – HIV Vif inhibition; inhibition, % at 7.49 µM; HEK293T cells, Vif self-association by quenched fluorescence, imaging, 24 h; AID 602346; actives 0.35% (n = 340,000); in the data active = inhibition above about 50%, passing the limit was not always enough; note: some results filed as inactive read as strong as hits
TRPM1 prom inh – reduces MITF-dependent TRPM1 promoter luciferase signal | SK-MEL-5 TRPM1 promoter luciferase, 24 h | inhibition, % at 12.5 µM | actives 0.83% (n = 330,000);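 active = mean inhibition across replicates of 60% or more, whatever share of single replicates reaches that level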; note: values of inactives mirror those of a sister screen read the other way
NR2E3 ag-2 – activates human photoreceptor nuclear receptor NR2E3. GST-NR2E3/biotin-RetCOR TR-FRET, 1536-well. inhibition of corepressor binding, % at 4.78 µM. actives 0.12% (n = 320,000). AID 2300;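 active = percent inhibition above the cutoff of mean plus 3 SD of all tested compounds, set per screening campaign, cut at about 20% in these data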;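 note: 0% = DMSO wells and 100% = biotin wells as full block of FRET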
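Material: NR2E3–RetCOR corepressor complex / Amount: 1.35 nM GST-NR2E3 / Medium: Tris pH 7.5 / Compound: single nominal compound dose of 4.8 µM / Incubation: 5 h at 4 °C / Technique: TR-FRET, Eu(K)-anti-GST donor, streptavidin-D2 acceptor, ex 340, em 617/671 nm / Read-out basis: percent loss of FRET ratio relative to control wells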
iPSC survival up – increases survival of single human iPS cells; hiPSC single-cell survival, ATPlite luminescence; 100% = ROCK inhibitor wells, 0% = DMSO; survival enhancement, % at 20 µM; actives 0.044% (n = 360,000); AID 602274; in the data active = survival enhancement above about 18%;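 note: cells exposed to compounds for 16 hours before the ATP read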
aDG glyco up – increases alpha dystroglycan glycosylation; Pro5-aDG cells, alpha-DG glycosylation AlphaScreen (IIH6); 0% Pro5, 100% B10-LARGE cell signal; activation, % at 10 µM; AID 624168; actives 0.22% (n = 360,000);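 active = activation of at least 8% versus controls, or a plate z-score of at least 8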;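 note: Pro5 are CHO cells carrying HIG-tagged alpha-DG that lacks glycosylation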
CaV13 ICDI inh – Disruptors of the CACNA1D IQ motif to Ca2+-dependent inactivation inhibitor domain association, primary screening, Förster resonance energy transfer in intact living …; HEK cells, CFP/YFP FRET ICDI-IQ, plate reader, 10 min; percent FRET-ratio fall versus neutral wells; inhibition, % at 12.3 µM; actives 0.098% (n = 340,000); AID 743397;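 active = mean replicate inhibition of at least 30% and at least 1% of replicates passing that level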;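 note: 0% = median of the neutral control wells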
An asterisk follows results filed as active; / = no result given.

Under each structure: NR2E3 ag-1	Exocytosis inh	Peg3 promoter	HIF-2a block	PDI inh	Vif inh	TRPM1 prom inh	NR2E3 ag-2	iPSC survival up	aDG glyco up	CaV13 ICDI inh
1) CN(C)C(=S)SCCn1c(N)nc(N(C)C)nc1=O
    -5.4	-0.5	13.5	4.6	15.0	0.6	0.0	1.6	-0.7	-0.1	7.7
2) O=C1c2ccccc2NC(c2ccccc2O)N1O (configuration not stated)
    -32.7	0.9	9.3	-8.0	-1.4	-11.6	7.0	0.6	-0.5	-0.1	-3.1
3) COc1ccc(Cl)cc1C(=O)Nc1ccccc1N1CCN(C(=O)C(C)C)CC1
    -21.5	0.3	5.3	-16.0	-4.6	-0.3	12.0	-0.3	0.1	0.0	-5.1
4) Cn1nnc2cc(NC(=O)Nc3cccc(Cl)c3)ccc21
    -40.9	-1.5	-246.1	-263.3	-3.6	/	-98.5	-14.6	-0.5	0.0	-7.5
5) CCc1ccccc1Nc1nc2ccccc2n1C(C)C
    -9.6	-4.5	-0.1	8.7	2.8	10.6	9.8	5.5	0.6	-0.2	-3.8
6) COC/C=C/C1=CC2=CC(=O)C(C)(OC(=O)c3cnc4ccccc4n3)C(=O)C2=CN1CC(C)C (configuration not stated)
    -31.4	1.6	-7.1	8.7	2.2	/	11.5	4.5	3.2	0.1	/
7) c1ccc(-c2n[nH]c(-c3ccccn3)n2)cc1
    -118.7	-1.6	-216.3	-175.6	4.1	6.8	-65.6	0.1	-4.0	-0.3	0.3
8) COc1ccc(CNC(=O)OCCN2CCN(S(=O)(=O)c3ccc(C)cc3)CCC2=O)cc1
    2.6	-4.7	3.9	7.3	1.7	1.6	8.5	5.1	0.0	-0.1	-5.1
9) O=C(O)C1=C[C@H](c2ccc(F)cc2)C[C@H](OCCCCO)O1
    -11.4	-2.0	-42.2	9.4	2.4	/	8.1	0.6	-4.7	-0.2	-10.2
10) O=C(N/N=C/C(Br)=C/c1ccccc1)c1cccs1
    -125.2	-1.2	-338.6	-374.0	-5.8	0.6	-92.2	-0.8	-0.7	-0.3	-4.6
11) Cc1nc(C)c(C(=O)NNS(=O)(=O)c2ccc([N+](=O)[O-])cc2)s1
    -2.6	-0.2	-4.0	7.9	-0.9	6.6	2.0	1.6	-2.0	-0.2	-5.6
12) CC(C)(C)c1ccc(C(=O)Nc2ccc(NC(=O)c3ccco3)cc2)cc1
    -19.5	11.0	0.1	-3.8	-8.6	9.9	9.9	-0.9	-1.6	0.8	-3.2
13) CC(=O)Oc1ccc2ccc(=O)oc2c1
    2.8	3.3	0.4	9.5	/	11.2	/	3.5	-2.1	0.2	/
14) CCOC(=O)C1=C(CN2CCCCCC2)NC(=O)NC1c1ccc2c(c1)OCO2 (configuration not stated)
    -6.0	-1.1	18.0	17.0	5.6	0.8	-2.1	5.4	0.4	-0.1	-10.5
15) O=S(=O)(c1ccc(F)c(F)c1F)N1CCN(c2ncnc3sccc23)CC1
    21.6	-9.1	30.4	24.9	-4.0	-28.0	22.2	/	-2.3	3.3	-10.3
16) COc1ccc(/C=N/S(=O)(=O)CCc2ccccc2)c(OC)c1
    -18.3	-1.1	2.8	12.2	-2.5	-1.5	6.8	0.7	-1.0	-0.1	-3.0
17) COCC1CCN(C(=O)C2CCN(c3nc(-c4ccccc4)nc4c3CCC4)CC2)C1 (configuration not stated)
    -19.8	-4.4	18.8	12.5	-7.2	/	4.8	-6.1	-0.2	-0.2	-2.5
18) O=C(NCc1ccc(Cl)cc1)c1ccc(CS(=O)Cc2cccc(Cl)c2)o1 (configuration not stated)
    8.2	-1.8	11.8	2.2	-6.5	-9.4	2.8	-1.5	-0.6	-0.1	-2.9
19) Cc1cc(C)c(NC(=O)CN2C(=O)NC(CCc3ccccc3)C2=O)c(C)c1 (configuration not stated)
    22.0	-1.7	-2.2	8.1	-3.2	-4.5	13.2	-1.8	-0.4	0.7	-2.0
20) O=C(Nc1ccc(S(=O)(=O)Nc2cnc3ccccc3n2)cc1)c1ccc(F)cc1
    -23.1	4.8	8.7	12.6	3.2	-1.2	3.4	0.3	2.0	-0.1	2.9
21) Cc1c(NC(=O)CN2CCC(C(N)=O)CC2)cccc1[N+](=O)[O-]
    5.8	2.1	18.1	18.0	-0.6	-1.0	3.5	-0.2	0.3	-0.3	-4.5
22) O=C(Nc1nnc(C2=COCCO2)o1)c1ccc(Cl)cc1
    -18.5	-8.7	-3.0	5.9	-4.1	-1.7	9.5	3.8	2.5	-0.1	-3.2
23) COCCNC(=O)c1onc(CSc2ccc(C)c(C)c2)c1C(=O)O
    9.2	2.9	5.8	12.9	-0.7	0.0	-4.5	0.6	-0.8	0.5	-10.8
24) CCCCCCNc1c([N+](=O)[O-])c(=O)sc2ccccc12
    -46.5	4.9	24.1	-10.2	2.0	-10.9	16.2	0.6	-0.7	0.8	-2.5
25) COc1ccc(C(=O)Oc2ccc(=O)n(-c3ccccc3)n2)cc1
    3.9	-5.0	4.8	17.6	-0.9	2.6	15.5	1.2	0.0	0.1	-3.6
26) COc1ccc(CNC(=O)CCC(=O)N2CCN(S(=O)(=O)c3cc([N+](=O)[O-])ccc3C)CC2)cc1
    2.4	-0.7	-1.1	13.8	-9.1	-4.5	6.8	/	0.4	-0.1	-5.7
27) Cc1nn(-c2ccccc2)c(Cl)c1C(=O)NCCCCNC(=O)c1c(C)nn(-c2ccccc2)c1Cl
    10.7	5.9	-5.0	-5.6	-3.4	-2.3	6.2	-1.7	-0.5	0.1	/
28) COc1ccc(-c2nc(CSCC(=O)NCCCN3CCCC3=O)c(C)o2)cc1OC
    -26.9	-1.1	6.6	3.1	-7.4	2.8	-4.4	0.9	0.3	1.0	-2.0
29) COCCCNC(=O)/C(C#N)=C/c1c(N2CCN(c3ccccc3)CC2)nc2c(C)cccn2c1=O
    -21.4	5.9	13.9	3.7	-3.5	/	3.4	1.5	-0.2	-0.3	-3.8
30) O=C(NCC1CCN(Cc2ccc(Cl)cc2)CC1)C1CCCN(c2ncnc3c2nc2n3CCCCC2)C1 (configuration not stated)
    -9.0	7.0	51.5*	16.1	4.3	-13.8	27.2	-0.1	-0.3	0.2	-2.4

The list goes on (two carried over from the part before).
Under each structure: NR2E3 ag-1	Exocytosis inh	Peg3 promoter	HIF-2a block	PDI inh	Vif inh	TRPM1 prom inh	NR2E3 ag-2	iPSC survival up	aDG glyco up	CaV13 ICDI inh
29) COCCCNC(=O)/C(C#N)=C/c1c(N2CCN(c3ccccc3)CC2)nc2c(C)cccn2c1=O
    -21.4	5.9	13.9	3.7	-3.5	/	3.4	1.5	-0.2	-0.3	-3.8
30) O=C(NCC1CCN(Cc2ccc(Cl)cc2)CC1)C1CCCN(c2ncnc3c2nc2n3CCCCC2)C1 (configuration not stated)
    -9.0	7.0	51.5*	16.1	4.3	-13.8	27.2	-0.1	-0.3	0.2	-2.4
31) CCOC(=O)c1cccc(N2C(=O)C3C4C=CC(CC4)C3C2=O)c1 (configuration not stated)
    -0.4	-9.3	10.9	10.0	8.0	15.6	7.1	6.7	-0.6	0.0	-4.2
32) CN1CCN(c2ccc(S(=O)(=O)N3CCCCC3)cc2NC(=O)/C=C/c2ccc(OC(F)F)cc2)CC1
    -5.7	28.1	75.9*	10.5	-0.7	1.7	-2.0	1.6	-0.4	7.5*	-5.7
33) CCCOc1ccc(-c2cc(C(=O)NCC3CCCO3)c3ccccc3n2)cc1 (configuration not stated)
    -59.1	-3.3	-97.5	-143.3	1.3	-9.6	-18.9	3.1	-2.0	1.8	-3.8
34) COCCn1c(N)c(C(=O)NCC2CCCO2)c2nc3ccccc3nc21 (configuration not stated)
    -6.7	-0.1	35.5	20.7	6.5	-4.9	-4.3	35.6*	2.2	-0.1	-4.2
35) COc1cc(/C=N/S(=O)(=O)c2ccccc2)cc(OC)c1O
    -17.6	3.5	4.8	12.4	1.5	-0.8	5.4	-7.1	0.7	-0.1	-2.7
36) CC(C)CC(=O)Nc1ccc2c(c1)nc(CCN1CCOCC1)n2C
    -17.0	-1.3	-12.6	-50.4	6.8	5.8	-0.4	-4.3	-0.5	0.1	-3.5
37) N#CC(C#N)=c1ccc2c(c1)N1C3=C(CCCC3)CC3CCCCC31N=2 (configuration not stated)
    -4.7	64.0*	-20.6	32.1	-8.3	-9.2	37.1	0.2	-0.2	-0.6	-3.0
38) Cc1ccc(S(=O)(=O)N(C)C)cc1NC(=O)COC(=O)CCC1CCCCC1
    -18.7	-5.8	-1.0	0.2	1.0	23.1	9.9	-2.2	-0.3	0.0	-6.1
39) Cc1ccc(CNC(=O)C2CCN(S(=O)(=O)c3c(C)noc3C)CC2)cc1
    -11.1	-2.0	43.0	6.0	-4.5	2.6	-11.1	-0.9	3.2	0.2	-3.9
40) CCOC(=O)c1c(N/N=C/c2ccncc2)n[nH]c1C
    -42.5	8.5	-61.0	-87.7	-4.5	-3.6	-25.8	-2.0	-0.9	-0.3	5.4
41) O=C(N/N=C/c1cc([N+](=O)[O-])ccc1N1CCNCC1)c1ccc([N+](=O)[O-])cc1
    -1.0	-0.2	102.5*	28.3	-4.2	-9.4	83.9*	-3.6	-5.7	-0.2	-5.0
42) CCCS(=O)(=O)c1nc(S(=O)(=O)c2ccc(C)cc2)c(N2CCC(C)CC2)s1
    -2.5	-1.3	34.2	15.8	3.7	5.7	-25.2	-2.6	0.0	-0.1	-2.4
43) Cc1ccc(-c2nnn(CC(=O)N(CCO)C(C(=O)NC(C)(C)C)c3ccncc3)n2)cc1 (configuration not stated)
    -6.1	-0.8	-21.8	1.4	-4.3	-6.5	7.4	3.1	-2.3	-0.1	-6.9
44) COc1ccc(N2C(=O)CC(c3ccc([N+](=O)[O-])cc3)C2=O)cc1 (configuration not stated)
    -24.6	2.3	-3.8	-13.3	3.0	1.8	2.9	3.2	-0.4	0.4	-3.9
45) O=C(NC12CC3CC(CC(C3)C1)C2)c1ccc(-c2ccc(Br)cc2)o1
    -86.7	-3.7	-245.6	-162.2	7.8	-0.7	-46.6	7.7	-1.6	0.5	-4.5
46) CC(=O)Nc1cccc(NC(=O)COc2nncc3ccccc23)c1
    -9.8	0.0	20.3	8.6	6.0	6.7	3.4	3.4	-0.6	0.0	-10.0
47) O=C(Cn1cccn1)N1CCCC(N2CCN(c3ccccc3F)CC2)C1 (configuration not stated)
    0.2	-1.8	10.4	6.4	15.0	-2.4	-4.4	-0.7	0.0	0.0	-9.3
48) S=C(c1cn(CCOc2ccccc2)c2ccccc12)N1CCCC1
    -34.6	5.0	10.2	-11.9	5.8	-9.4	2.1	-2.2	0.8	3.0	-5.2

A second format for part of the listing above.
(44) COc1ccc(N2C(=O)CC(c3ccc([N+](=O)[O-])cc3)C2=O)cc1 (configuration not stated)
(31) CCOC(=O)c1cccc(N2C(=O)C3C4C=CC(CC4)C3C2=O)c1 (configuration not stated)
Assay by compound | 44 | 31
NR2E3 ag-1 | -24.6 | -0.4
Exocytosis inh | 2.3 | -9.3
Peg3 promoter | -3.8 | 10.9
HIF-2a block | -13.3 | 10.0
PDI inh | 3.0 | 8.0
Vif inh | 1.8 | 15.6
TRPM1 prom inh | 2.9 | 7.1
NR2E3 ag-2 | 3.2 | 6.7
iPSC survival up | -0.4 | -0.6
aDG glyco up | 0.4 | 0.0
CaV13 ICDI inh | -3.9 | -4.2

Source: PubChem BioAssay (several laboratories)
